TAAR1 ag: agonists of human TAAR1. Q96RJ0. CHO RD-HGA16 TAAR1, Fluo-8 calcium fluorescence; vehicle wells 0%, saturating PEA agonist 100%. activation, % at 3 µM. 0.99% of 360,000 active. AID 624467;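 active = activation above the mean activation of all test compounds in the run plus 3 SD, cut at about 38% in these data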
Target sequence (Q96RJ0 whole entry, looked up): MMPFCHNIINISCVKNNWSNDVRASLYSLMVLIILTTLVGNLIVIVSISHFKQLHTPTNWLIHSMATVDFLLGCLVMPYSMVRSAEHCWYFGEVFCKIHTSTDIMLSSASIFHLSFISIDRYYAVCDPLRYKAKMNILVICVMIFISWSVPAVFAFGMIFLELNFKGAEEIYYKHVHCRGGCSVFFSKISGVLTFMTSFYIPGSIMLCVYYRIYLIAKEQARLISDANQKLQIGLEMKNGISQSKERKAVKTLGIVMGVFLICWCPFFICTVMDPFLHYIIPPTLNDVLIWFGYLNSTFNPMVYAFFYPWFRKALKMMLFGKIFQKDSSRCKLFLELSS
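System: CHO-derived RD-HGA16 cells with stable Gα16 and human TAAR1 / Times: 17-24 h plating, Fluo-8 75 min 37 °C, 30 min RT / Technique: calcium-sensitive Fluo-8 signal, excitation 470-495, emission 515-575 nm / Measure: % activation relative to PEA EC100 response / Benchmarks: DMSO and PEA EC100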
CRFBP-R2 agonist: CRF-BP/CRF-R2 complex agonism. HEK293 CRF-R2/CRF-BP, calcium dye fluorescence (FLIPR); percent of saturating CRF peptide response. activation, % at 13.2 µM. 0.46% of 350,000 active. AID 588473;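 active = activation of at least 50%, plus an integration ratio under a set limit after plate pattern correction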;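 note: plate controls were neutral control wells without compound for no effect and CRF at EC100 for full effect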
CHRM4 PAM: CHRM4 positive allosteric modulation; CHO-K1 hM4/Gqi5, Fluo-8 calcium fluorescence, ACh EC20; 0% = ACh EC20, 100% = maximal ACh; 0.4% of 360,000 active; P08173; activation, % at 3 µM; AID 624126;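 active = activation above its plate's cutoff, the mean activation of sample wells plus 3 SD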; note: some results filed as inactive read as strong as hits
M1 PAM parental: nonselective activator or artifact in parental CHO-K1 calcium assay | ATP EC20, Fluo-8 calcium fluorescence; 0% at ATP EC20, 100% at ATP max | activation, % at 3 µM | 0.02% of 360,000 active | AID 602247;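 active = activation above the run cutoff, the mean activation of all test compounds plus 3 SD, cut at about 40% in these data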;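 note: peak over basal fluorescence ratio in a 140 s read after ATP addition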
CRFBP-R2 block: antagonists of CRF-binding protein/CRF-R2 receptor complex. HEK293 CRF-R2/CRF-BP, CRF-induced calcium fluorescence. inhibition, % at 11.8 µM. 0.59% of 350,000 active;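 active = inhibition of the ligand-induced calcium signal above about 50% at the single tested concentration, limit read from the data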
M5 antag: CHRM5 antagonism in calcium assay; inhibition, % at 3 µM; 0.59% of 360,000 active; CHO-hM5 cells, Fluo-8 calcium fluorescence, ACh EC80; P08912; AID 624040;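 active = inhibition above a per-plate cutoff, the mean of that plate's test compounds plus 3 SD, cut at about 27% in these data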;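 note: 0% = acetylcholine EC80 with DMSO and 100% = DMSO without agonist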
Target sequence (P08912 whole entry, looked up): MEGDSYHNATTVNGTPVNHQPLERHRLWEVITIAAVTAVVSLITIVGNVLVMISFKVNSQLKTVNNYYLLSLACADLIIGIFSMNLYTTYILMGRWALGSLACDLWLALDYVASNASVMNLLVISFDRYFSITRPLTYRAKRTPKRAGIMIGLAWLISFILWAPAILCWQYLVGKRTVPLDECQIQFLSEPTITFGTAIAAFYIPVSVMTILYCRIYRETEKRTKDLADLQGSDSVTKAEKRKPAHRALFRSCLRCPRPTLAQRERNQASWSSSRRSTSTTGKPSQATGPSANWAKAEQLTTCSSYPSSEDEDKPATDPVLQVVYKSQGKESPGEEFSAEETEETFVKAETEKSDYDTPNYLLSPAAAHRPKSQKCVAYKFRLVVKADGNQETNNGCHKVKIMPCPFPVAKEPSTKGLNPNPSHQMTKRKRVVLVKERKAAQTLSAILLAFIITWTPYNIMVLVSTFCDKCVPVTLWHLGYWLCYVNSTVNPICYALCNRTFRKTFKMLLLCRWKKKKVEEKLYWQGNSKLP
CHRM5 agonist: agonists of human muscarinic M5 receptor (CHRM5); P08912; activation, % at 3 µM; 0.19% of 360,000 active; CHO-K1 hM5 cells, Fluo-8 calcium fluorescence; 0% DMSO wells, 100% maximal acetylcholine response;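 active = activation above the run's mean over test compounds plus 3 SD, cut at about 23% in these data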;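 note: signal is peak over basal fluorescence ratio across the kinetic read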
TAAR1 antagonist: human TAAR1 antagonism | CHO RD-HGA16 TAAR1, Fluo-8 calcium fluorescence, antagonist | inhibition, % at 3 µM | 1.5% of 360,000 active | AID 624466;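 active = inhibition above a per-plate cutoff, the mean inhibition of test compounds on that plate plus 3 SD, cut at about 49% in these data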;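 note: 0% = DMSO plus EC80 beta-PEA response and 100% = DMSO alone without agonist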
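Material: RD-HGA16 CHO cells with stable hTAAR1 and Gα16; Dosing: single nominal final test compound concentration of 3 µM; Schedule: seeding 17-24 h prior, 75-min 37 °C, 30-min RT dye loading; Detection: kinetic Fluo-8 calcium fluorescence measurement; Measure: % inhibition from peak post-agonist over basal fluorescence ratio; Benchmarks: vehicle and agonist controls.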
CHRM5 PAM: positive allosteric modulators of human muscarinic M5 receptor; P08912; CHO-K1 hM5, Fluo-8 calcium, ACh EC20 PAM; 0% = ACh EC20, 100% = ACh EC100; activation, % at 3 µM; 0.3% of 360,000 active; AID 624038;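 active = activation above the run cutoff, the mean activation of all test compounds plus 3 SD, cut at about 18% in these data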
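Measured by: Fluo-8 calcium fluorescence; material: human M5 receptor in CHO-K1 cells; schedule: Post-acetylcholine fluorescence recording 140 s; benchmarks: low control EC20 acetylcholine (0%), high control EC100 acetylcholine (100%); read-out: Max/basal fluorescence ratio as % of EC20–EC100 ACh window; compound: single dose, 3 µM nominal final test concentration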
An asterisk follows results filed as active; · = no result given.

SMILES	TAAR1 ag	CRFBP-R2 agonist	CHRM4 PAM	M1 PAM parental	CRFBP-R2 block	M5 antag	CHRM5 agonist	TAAR1 antagonist	CHRM5 PAM
Cc1ccc(Cn2cc(/C=C/C(=O)O)c(-c3ccccc3)n2)cc1	2	-1.1	-2	20	3	-2	-2	20	3
CN(C)C(CNC(=S)Nc1ccccc1Cl)c1cccnc1 (stereo not given)	6	-0.6	-4	22	5	-5	-3	10	6
COc1cc(C(=O)NCC(c2cccs2)N(C)C)cc(Cl)c1OC(C)C (stereo not given)	9	-4.1	8	14	-31	8	-4	0	2
Cc1ccc(NC2c3ncccc3C(=O)N2Cc2ccc(F)cc2)cc1 (stereo not given)	5	-0.1	1	13	-13	-7	4	10	5
COc1ccc(-n2c(=O)c3c4c(sc3n(CC(=O)NCC3CCCO3)c2=O)CN(C(C)=O)CC4)cc1OC (stereo not given)	5	0.7	7	11	11	0	2	-17	-1
COc1ccc(-c2cc(C(F)(F)F)nc(SCc3cccc(C(=O)O)c3)n2)cc1	1	-1.6	1	11	-1	4	2	-26	-3
CC1(C)Cc2cccc(OC(=O)NCCc3ccc(F)cc3)c2O1	14	·	-1	-5	·	-2	-1	-5	-7
O=C(O)/C=C\C(=O)N1CCc2ccccc21	7	-1.3	0	17	1	-5	-1	-19	0
CSc1nsc(/C=C/Nc2ccc(C)cc2)c1C#N	-1	-0.1	12	14	-17	-4	-2	-11	1
O=C(Nc1ccc(-c2csc(Nc3ccc(Cl)cc3)n2)cc1)c1ccccc1	4	-1.4	-2	3	2	7	5	51*	-11
Cc1ccc(C)c(N2N=C(C(=O)N(CC(C)C)c3c(N)n(Cc4ccccc4)c(=O)[nH]c3=O)CCC2=O)c1	0	0.7	0	14	5	-11	-2	-8	5
Cc1ccc(S(=O)(=O)N2CCCOC2CNC(=O)C(=O)NCc2cccnc2)cc1 (stereo not given)	0	-2.1	2	8	14	1	0	-15	0
CC(=O)Cc1nsc(NC(=O)c2csc3c2CCCC3)n1	0	-1.6	11	19	-24	-1	-4	-7	5
Cc1cc(-c2ccccc2C(=O)NCc2ccccc2)on1	3	-2.0	14	19	12	-1	-4	-1	-8
Cc1ccc(-n2nnnc2SCC(=O)NCC2(N3CCCCC3)CCCCC2)c(C)c1	21	-1.0	-8	14	0	11	-11	-3	-4
NC(=O)CSc1oc(-c2ccco2)nc1S(=O)(=O)c1ccc(Cl)cc1	·	1.0	0	20	-5	15	-3	·	-2
CCCN(C)C1CN(Cc2cn(Cc3cccc(Cl)c3)nn2)S(=O)(=O)C1 (stereo not given)	1	·	1	12	·	2	-1	0	-5
CCOc1ccc(-n2c(N)c(C(=O)N3CCN(C)CC3)sc2=S)cc1	0	-2.5	-1	16	6	-13	-4	-16	4
COc1ccc(NC(=O)Nc2cnccn2)cc1OC	4	-1.2	-2	-12	8	4	-2	-12	-2
COc1ccc(NC2CCCN(C(=O)CSc3ccccn3)C2)cc1OC (stereo not given)	0	0.0	7	-11	1	23	-4	1	-12
Cc1ccc(C)c(N2CCN(C(=O)c3ccc(CS(=O)Cc4cccc(Cl)c4)o3)CC2)c1 (stereo not given)	4	-1.3	-8	4	-2	9	-4	41	-7
O=[N+]([O-])c1ccc(S(=O)(=O)NCC(c2ccc3c(c2)OCO3)N2CCOCC2)cc1 (stereo not given)	0	-1.5	1	19	-13	-1	0	-3	4
CCOC(=O)C(=O)C1C(=O)Nc2ccccc21 (stereo not given)	0	-1.3	0	-4	5	6	-2	11	-1
O=C1C(=O)N(CCS(=O)(=O)c2ccccc2)c2ccc(Cl)cc21	4	-1.0	-1	-4	-2	5	4	-12	-6
O=C(Nc1cccc(OCC(=O)N2CCOCC2)c1)c1ccc(C(F)(F)F)cc1	5	-0.5	-8	-9	11	2	2	13	-6
N=c1c2c3c(sc2ncn1CCCO)CCCC3	-1	3.8	-3	14	-13	-2	-2	-8	0
CCc1cccc(NC(=O)CCc2nc(-c3cccs3)no2)c1	3	-1.6	-5	17	5	8	5	-2	-9
Cc1ccc(C2=Nc3ccccc3NC(C)(c3ccc(C)o3)C2)o1 (stereo not given)	7	2.2	-2	14	9	6	-2	36	-6
Cc1cc(C)cc(NC(=O)CCC(=O)Nc2cc(C)on2)c1	13	-1.5	1	6	5	1	1	-4	1
NC(=O)c1nsc(C(=O)N(Cc2ccco2)C(C(=O)NCc2ccccc2)c2ccc(O)cc2)c1N (stereo not given)	24	-0.8	-11	-21	-6	25	0	72*	-13
CC(C)NC(=O)N(O)C1N(Cc2ccc3c(c2)OCO3)C(=S)SC1(C)C (stereo not given)	9	-0.5	2	11	4	-12	-3	1	1
O=C(Cc1coc2cc3c(cc12)CCC3)NCC1(N2CCCCC2)CCCCC1	3	1.4	13	16	-28	12	-8	-21	15
CCOC(=O)c1sc(-c2cccc(C(F)(F)F)c2)nc1O	-1	5.7	-16	-14	-1	4	1	-19	-2
COc1ccc(NC(=O)NC2(C(=O)N3CCN(C)CC3)CCCCC2)cc1	2	0.0	0	-3	-7	3	2	-7	1
CCc1cc(=O)oc2cc(OC(C)C(=O)NCc3ccccn3)ccc12 (stereo not given)	1	-0.3	13	18	3	-2	-1	2	3
O=C(Nc1ccccc1)C1C2CCC3C(CCC21)C3(Cl)Cl (stereo not given)	4	6.5	-3	20	0	-2	-1	-4	-4
CC(=O)Nc1ccc(Nc2ncnc3c2cnn3-c2ccc(C)cc2C)cc1	0	0.0	5	-6	17	-3	0	1	-1
Cc1cc(S(=O)(=O)NCc2ccc(S(N)(=O)=O)cc2)c(C)s1	14	0.2	-6	7	7	-8	0	0	4
CCn1cc(S(=O)(=O)c2cccc(C)c2)c(=O)c2cc(F)c(N3CCN(C)CC3)cc21	8	2.5	9	-1	-18	-4	-3	-9	5
O=C(CSc1nnc(C2CC2)n1C1CC1)c1ccccc1F	11	-1.0	12	23	-8	-2	1	-16	0
CCc1cc(C(=O)c2ccccc2)c(N)s1	6	0.3	-3	-5	0	0	2	-23	6
O=C(CNC(=O)c1cccc(F)c1)OCC(=O)N1CCN(C(=O)c2ccco2)CC1	2	-0.1	3	19	-2	11	-1	-9	1
Cc1nc(NC(=O)c2ccc(-c3cc4ccccc4oc3=O)cc2)ccc1Br	3	-3.7	12	-8	1	-4	1	-16	2
Cc1onc(-c2ccccc2)c1C(=O)N/N=C/c1ccccc1OC(C)C	5	-0.6	7	-9	-42	-2	-3	15	-7
COc1ccccc1NC(=O)CCCc1nnc2n(C)c(=O)c3sccc3n12	2	-0.9	8	-3	13	-25	-1	-5	8
COc1ccccc1N1CCN(C(=O)/C=C/c2cccc([N+](=O)[O-])c2)CC1	3	-1.6	-11	20	4	2	0	-16	2
COCCNC(=O)C1(C)CCN(C(=O)c2ccc(F)c(C)c2)C1 (stereo not given)	5	·	4	26	·	10	8	-14	5
Nc1nc2c(ncn2[C@@H]2O[C@H](CNCc3ccc(Oc4cc(-n5cccn5)ncn4)cc3)[C@@H](O)[C@H]2O)c(=O)[nH]1	1	·	11	-7	·	9	3	1	2
Cc1ccc2nc(-c3cccnc3)c(NC3CCCCC3)n2c1	2	-0.2	7	12	-11	3	2	9	-3
CCc1c(C(=O)NNC(=S)NCC(C)C)csc1C	·	-9.6	9	18	-7	5	-1	·	3
O=C(NCCCCCCNC(=O)N1CCCCCC1)N1CCCCCC1	-1	-2.8	-2	9	76*	1	-2	-11	-5
Cc1ccc2[nH]c(C)c(CCN(Cc3cccnc3)C(=S)NC(C)(C)C)c2c1	5	-1.2	-3	12	-8	1	-4	-10	-2
O=C(CSc1nnc(-c2cc(-c3cccs3)nc3ccccc23)o1)NC1CCCCC1	1	-0.4	9	7	2	-4	-3	20	4
CN(C(=O)CSc1nnc(-c2cccs2)o1)C1CCS(=O)(=O)C1 (stereo not given)	19	0.5	5	-13	11	10	0	-11	-2
COc1ccc(S(=O)(=O)N(C)C[C@H]2Oc3ccc(NC(=O)Cc4cn(C)c5ccccc45)cc3C(=O)N([C@@H](C)CO)C[C@@H]2C)cc1	3	0.6	10	14	2	3	-1	0	11
COc1ccc(/C=C/C(=O)Nc2cccc(S(=O)(=O)N3CCCC3)c2)cc1OC	5	-2.1	-2	-2	1	3	1	-5	-2
O=C(CN1CCOCC1)Nc1ccc([N+](=O)[O-])cc1	2	1.3	-3	2	20	4	2	-10	1
CN(Cc1ccccc1)C(=S)NC(=O)c1cccs1	1	-0.4	-4	4	11	15	-4	-2	-4
CCCC(C(=O)NC(C)(C)C)N(Cc1ccccc1Cl)C(=O)c1snc(C(N)=O)c1N (stereo not given)	-1	-1.1	-11	5	-10	-14	-6	7	15
Brc1ccc(CN2CCN(c3ccccc3)CC2)o1	1	0.7	3	20	-9	3	-4	12	6

A stretch from the list above:
SMILES	TAAR1 ag	CRFBP-R2 agonist	CHRM4 PAM	M1 PAM parental	CRFBP-R2 block	M5 antag	CHRM5 agonist	TAAR1 antagonist	CHRM5 PAM
COc1ccc(/C=C/C(=O)Nc2cccc(S(=O)(=O)N3CCCC3)c2)cc1OC	5	-2.1	-2	-2	1	3	1	-5	-2
O=C(CN1CCOCC1)Nc1ccc([N+](=O)[O-])cc1	2	1.3	-3	2	20	4	2	-10	1
CN(Cc1ccccc1)C(=S)NC(=O)c1cccs1	1	-0.4	-4	4	11	15	-4	-2	-4
CCCC(C(=O)NC(C)(C)C)N(Cc1ccccc1Cl)C(=O)c1snc(C(N)=O)c1N (stereo not given)	-1	-1.1	-11	5	-10	-14	-6	7	15
Brc1ccc(CN2CCN(c3ccccc3)CC2)o1	1	0.7	3	20	-9	3	-4	12	6

Following part.
SMILES	TAAR1 ag	CRFBP-R2 agonist	CHRM4 PAM	M1 PAM parental	CRFBP-R2 block	M5 antag	CHRM5 agonist	TAAR1 antagonist	CHRM5 PAM
CCCCNC(=O)C[C@@H]1C[C@@]2(C(=O)OC)CC(C)(C)CC=C2N(Cc2cccc3ccccc23)C1=O	0	·	13	·	·	7	-2	-37	-5
O=C(Nc1nccs1)c1ccc(Br)cc1	2	0.5	-4	11	-11	-8	5	3	8
Cc1cccc(C2c3[nH]c4ccccc4c3CCN2Cc2cccn2-c2ncccn2)c1 (stereo not given)	0	0.9	-11	-1	-4	6	-10	-5	-2
Cc1cc(C)c2[nH]c(=O)c(CN(CC3CCCO3)S(=O)(=O)c3ccc4c(c3)OCCO4)cc2c1 (stereo not given)	6	-6.7	0	-11	21	-4	-3	4	-3
COCCNC(C)C(=O)Nc1ccc(Br)cc1 (stereo not given)	3	0.7	6	14	-11	4	-3	-9	-6
COc1ccc(NC(=O)C2CCCN2C(=O)OCc2ccccc2)cc1 (stereo not given)	0	1.5	-8	8	-8	-4	4	-17	1

Screens from PubChem.
